Rev-erbA mod: modulators of Rev-erb alpha DNA binding, primary screen, biochemical, FITC-DNA, fluorescence polarization, uHTS. Nuclear receptor subfamily 1 group D member 1 (Homo sapiens), P20393. actives 0.79% (n = 370,000). Rev-erbα–FITC-DNA binding, 90 min. activity, % at 10 µM;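 active = activity above about 14%, limit read from the data; passing the limit was not always enough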;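 also: 0% = DMSO wells with 35 nM protein and 100% = DMSO wells with 750 nM protein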
HTRA1 inhibitor: HTRA1 serine protease inhibitors, primary screen, biochemical, fluorescence polarization, HTS | Q92743 | recombinant HTRA1, FP-rhodamine activity-based probe | inhibition, % at 5.96 µM | actives 0.5% (n = 340,000); in the data active = inhibition above about 36%;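 also: 0% = enzyme with DMSO and 100% = wells lacking enzyme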
Target sequence (Q92743 whole entry, looked up): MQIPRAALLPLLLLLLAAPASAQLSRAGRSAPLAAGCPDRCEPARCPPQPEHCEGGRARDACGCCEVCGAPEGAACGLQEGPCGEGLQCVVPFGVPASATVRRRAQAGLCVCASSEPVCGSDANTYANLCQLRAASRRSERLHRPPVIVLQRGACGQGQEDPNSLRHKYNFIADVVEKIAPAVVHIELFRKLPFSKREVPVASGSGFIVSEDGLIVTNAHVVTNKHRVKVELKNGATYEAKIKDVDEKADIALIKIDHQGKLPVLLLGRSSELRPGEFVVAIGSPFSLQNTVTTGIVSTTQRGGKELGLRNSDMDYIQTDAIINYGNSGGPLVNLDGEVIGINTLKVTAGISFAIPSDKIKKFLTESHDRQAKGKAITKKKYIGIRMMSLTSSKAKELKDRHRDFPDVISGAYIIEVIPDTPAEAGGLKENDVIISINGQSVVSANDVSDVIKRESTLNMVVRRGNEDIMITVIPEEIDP
TCR CD3 inh: inhibitors of human TCR-CD3 interaction, primary screen, biochemical, fluorescence, TAMRA-labeled TCR probe | T-cell receptor (TCR) | inhibition, % at 9.4 µM | actives 0.37% (n = 360,000); in the data active = inhibition above about 19%;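 also: recombinant mutant TCR 2C K166C tagged with TAMRA read by polarization; 0% = receptor in buffer alone and 100% = receptor with positive control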
PRMT1 FP inh: PRMT1 methyltransferase inhibitors, primary screen, biochemical, fluorescence polarization | Protein arginine N-methyltransferase 1 (Homo sapiens), Q99873 | recombinant PRMT1, activity-based probe fluorescence polarization | inhibition, % at 2.79 µM | actives 1.3% (n = 370,000) | AID 652257, 2013;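 active = inhibition above about 21% made by adding two undisclosed values, limit read from the data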
Target sequence (Q99873 whole entry, looked up): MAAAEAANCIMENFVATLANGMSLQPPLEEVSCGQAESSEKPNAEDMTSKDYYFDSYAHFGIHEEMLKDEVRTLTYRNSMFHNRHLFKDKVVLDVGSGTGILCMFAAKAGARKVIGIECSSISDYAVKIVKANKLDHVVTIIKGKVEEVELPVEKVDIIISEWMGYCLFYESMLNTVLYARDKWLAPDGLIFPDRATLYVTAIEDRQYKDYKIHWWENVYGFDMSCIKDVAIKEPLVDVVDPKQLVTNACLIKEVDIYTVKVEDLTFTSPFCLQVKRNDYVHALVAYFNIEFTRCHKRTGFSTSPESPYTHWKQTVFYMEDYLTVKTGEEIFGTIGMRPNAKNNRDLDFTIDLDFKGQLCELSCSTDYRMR
TDP2 inh: human TDP2 enzyme inhibitors, primary screen, biochemical, epi absorbance, recombinant enzyme; Tyrosyl-DNA phosphodiesterase 2 (Homo sapiens), O95551; T5PNP hydrolysis, p-nitrophenol absorbance 415 nm; inhibition, % at 12.8 µM; actives 0.34% (n = 370,000); AID 720702, 2013;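 active = inhibition above the mean of all tested compounds plus 3 SD, set per campaign, cut at about 25% in these data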;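 also: 0% = DMSO with enzyme and 100% = buffer with substrate but no TDP2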
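System – recombinant human TDP2 · Quantity – TDP2 enzyme at 120 nM final · Doses – single concentration, 12.8 µM nominal, with 1% DMSO · Incubation – 2 h at 37 °C · Measured by – epi absorbance of p-nitrophenol freed from T5PNP by hydrolysis · Read-out – % inhibition relative to enzyme-containing and enzyme-free wells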
PG9 Ab binder: binders of HIV-1 gp120 antibody PG9, primary screen, biochemical, TR-FRET. HIV-1 gp120 / PG9 antibody interaction. TR-FRET gp120-PG9 antibody binding. inhibition, % at 6.7 µM. actives 0.43% (n = 360,000). AID 624416, 2012; in the data active = inhibition above about 8.5%
LEDGF integ inh: blockers of LEDGF/p75-dependent integrase strand transfer – biochemical, TR-FRET, high throughput, primary screen; TR-FRET IN-LEDGF/p75 DNA integration, Eu/Cy5; inhibition, % at 3.7 µM; AID 743269, 2014; HIV-1 integrase (with human LEDGF/p75); actives 0.64% (n = 370,000);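 active = inhibition above the screen-wide mean plus 3 SD, cut at about 13% in these data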;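 also: signal is the Cy5 over europium emission ratio at 671 and 618 nm; 0% = plate median of compound wells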
ABHD4 inh: ABHD4 inhibitors, primary screen, biochemical, fluorescence polarization, mouse | (Lyso)-N-acylphosphatidylethanolamine lipase (Mus musculus), Q8VD66 | AID 720543, 2013 | actives 0.54% (n = 370,000) | inhibition, % at 8.92 µM | purified mABHD4, FP-Rh probe fluorescence polarization;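 active = inhibition exceeding the mean over every tested compound plus 3 SD, cut at about 30% in these data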;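 also: 0% = plate median of compound wells and 100% = S159A mutant with DMSO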
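assay system = mABHD4 protein | compound dosing = single nominal dose of 8.92 µM, 0.89% DMSO final | read-out basis = percent inhibition of probe binding, normalized to plate controls | schedule = Enzyme–compound pre-incubation 45 min, then probe 60 min, both 25 °C | detection = fluorescence polarization, excitation 525 nm, emission 598 nm, BODIPY TMR filters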
SIAE inh: human SIAE inhibitors, primary screen, biochemical, fluorescence polarization, FP-Rh probe, 1536-well HTS | Sialate O-acetylesterase (Homo sapiens), Q9HAT2 | SIAE FP-Rh probe binding | inhibition, % at 9.66 µM | actives 0.69% (n = 370,000) | AID 1053197, 2014;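 active = inhibition above a cutoff: mean of compounds within the control limits plus 3 SD of those, cut at about 17% in these data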;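 also: 0% = plate median of compound wells and 100% = probe without SIAE protein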
rCAG binder: binders of r(CAG) RNA repeats, primary screen, biochemical, fluorescence; r(CAG) RNA repeat, TO-PRO-1 dye displacement fluorescence; actives 1.3% (n = 370,000); inhibition, % at 3 µM;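 active = inhibition above the plate cutoff, the mean of all test compounds on that plate plus 3 SD, cut at about 35% in these data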;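 also: 0% = DMSO alone and 100% = 100 µM mitoxantrone as full dye displacement; higher means more dye released from RNA so lower well fluorescence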
Starred values were filed as active, the others as inactive; · = no result given.

SMILES	Rev-erbA mod	HTRA1 inhibitor	TCR CD3 inh	PRMT1 FP inh	TDP2 inh	PG9 Ab binder	LEDGF integ inh	ABHD4 inh	SIAE inh	rCAG binder
O=C(CSc1nnc(CNc2ccc(F)cc2)n1CC1CCCO1)N1CCOCC1 (stereo unspecified)	-2	11	-3	-4	-8	-1.9	2	1	2	-2
COc1cccc(-c2cc(C(=O)N3CCN(Cc4ccc5c(c4)OCO5)CC3)on2)c1	3	-45	-9	1	-4	-1.0	-4	-6	0	2
CC(NS(=O)(=O)c1ccc2c(c1)OCCCO2)C(=O)O (stereo unspecified)	-3	2	-4	5	-4	0.6	-2	5	-1	0
CCCCn1c(=O)[nH]c(=O)c2c1nc(-c1ccccc1OC(F)F)n2C	0	-7	7	3	9	-1.3	1	4	-1	-3
COc1cc(CN2CCC(CO)(Cc3cccc(C(F)(F)F)c3)CC2)ccc1F	1	1	-3	0	0	0.8	1	6	1	-7
C=CCc1cccc(/C=N/c2nc3ccccc3n2CC)c1O	1	2	-8	-1	1	-1.2	0	3	2	-2
Cc1csc(-c2cnn(-c3ccccc3)c2NC(=O)c2cccc(C(F)(F)F)c2)n1	-3	-20	-1	-4	-1	0.5	-4	-13	-5	7
CN(Cc1ccccc1)C(=O)CCNS(=O)(=O)c1ccc2c(c1)oc(=O)n2C	0	-1	-2	1	-4	-3.5	5	-6	-5	9
Cc1ccc(S(=O)(=O)N2CCCC2C(=O)NCc2ccc3c(c2)OCO3)cc1 (stereo unspecified)	6	8	2	-1	1	1.6	-2	-5	-3	-5
O=C(NCCOc1ccccc1)C1Nc2ccc(C(F)(F)F)cc2C2c3ccccc3CC12 (stereo unspecified)	-2	-3	1	4	-8	0.2	-3	8	2	6
O=C(Nc1nnc(-c2ccccc2F)s1)c1cccnc1	-1	7	2	0	2	-0.6	3	0	-11	1
Cc1ccc(C(=O)Nc2cccc(N3C(=O)C4CCC(C)CC4C3=O)c2)cc1 (stereo unspecified)	0	-7	4	-3	-2	-1.2	0	-1	-3	-3
CCOc1ncccc1C(=O)OCc1cccc([N+](=O)[O-])c1	0	-5	-8	3	11	-0.6	-2	4	-7	-5
CN(C)c1ccc(NC(=O)CCN2CCN(c3ccccn3)CC2)cc1	-6	3	2	-1	-9	-5.5	3	3	-3	-10
O=C(N/N=C1/CCS(=O)(=O)c2ccc(F)cc21)c1cccnc1	-1	0	2	-2	-2	-0.9	1	5	-1	-1
CCOC(=O)N1CCN(CC(=O)n2c(C)c(C)c3ccccc32)CC1	-7	1	2	0	4	-2.6	0	9	4	-6
O=C(CCCc1ccccc1)N=C1SC2CS(=O)(=O)CC2N1c1ccccc1 (stereo unspecified)	2	0	4	0	-13	0.7	-3	2	8	1
CSc1nc(-c2ccccc2)cc(C(F)(F)F)c1C#N	-6	6	1	1	5	0.0	2	13	7	1
Cc1cccc(-c2nnc(SCC#N)n2Cc2ccccc2)c1	1	0	8	-3	-4	-0.1	0	3	-5	-3
CCOc1cccc2cc(-c3csc(NC(=O)CCC(=O)N4CCC(C)CC4)n3)c(=O)oc12	9	2	5	-1	-10	-0.9	3	-2	6	1
Cn1c(=O)c([N+](=O)[O-])c(NC2CCS(=O)(=O)C2)c2ccccc21 (stereo unspecified)	4	3	-9	4	7	1.9	-3	4	-8	-1
O=C(NC(NC(=S)Nc1ccc(Cl)cc1)C(Cl)(Cl)Cl)c1ccco1 (stereo unspecified)	3	-48	5	-3	3	-1.6	-4	-47	-41	10
COc1ccc(-c2csc(C)n2)cc1OC	-6	-3	5	-4	10	-0.3	4	-2	11	-4
O=C(Nc1cc(C(=O)N2CCCC2)ccc1N1CCCC1)c1ccccc1F	-2	-1	3	-1	-5	-2.5	0	7	0	-6
COC(=O)C1=C(C(=O)OC)SC2(S1)C(C(=O)OC)=C(C(=O)OC)SC1=C2c2cccc(C)c2NC1(C)C	5	6	-3	4	-10	-0.4	-5	4	0	3

(listing goes on)
SMILES	Rev-erbA mod	HTRA1 inhibitor	TCR CD3 inh	PRMT1 FP inh	TDP2 inh	PG9 Ab binder	LEDGF integ inh	ABHD4 inh	SIAE inh	rCAG binder
O=C(O)c1ccc(N=Nc2c(O)ccc3ncccc23)cc1	-9	39*	-14	3	5	-19	-3	73*	1	7
COC(=O)c1cc(=O)nc(NN=Cc2ccccc2O)s1	-7	·	6	-4	7	-2.0	3	5	-11	27
COC(=O)c1cccc(N2C(=O)c3ccccc3S2(=O)=O)c1	0	0	2	-1	-12	1.3	0	-2	-2	2
Cc1ccc(NC(=O)Cn2nc(C)c(S(=O)(=O)N(C)C)c2C)cc1C	-5	-1	3	-3	-8	-0.3	2	-6	-1	2
COc1ccccc1NC(=O)N(C)C[C@@H]1OCc2cn(nn2)CCCC(=O)N([C@@H](C)CO)C[C@H]1C	1	4	5	-8	-6	-2.7	-2	3	7	3
CC(C)=NOC(=O)c1c(C)noc1-c1snnc1C	0	4	4	2	1	-1.5	-1	7	0	1
COC(=O)c1ccccc1NC(=O)N1CCN(S(C)(=O)=O)CC1	3	0	3	0	5	0.1	6	-3	-4	-1
O=C(Nc1ccc(Cl)c(Cl)c1)C1CCCN(c2nnc(-n3cccc3)s2)C1 (stereo unspecified)	0	·	·	0	-4	·	5	-54	1	7
Cc1ccc(C(C)C)c(OC/C(O)=C(\C#N)c2nc3ccccc3[nH]2)c1	11	-3	1	-2	11	-0.1	2	0	4	11
COc1ccc2c(c1)C(=O)Nc1cc(Cl)ccc1N2	-4	10	-10	11	-17	-5.2	-5	-8	-3	-3
O=[N+]([O-])c1cc(-c2ccn[nH]2)ccc1Cl	5	-5	-3	0	4	0.4	-5	-3	-1	1
Cc1ccc(C(=O)Nc2cc(Cl)ccc2OC(=O)c2ccc(C)cc2)cc1	-4	·	2	-4	3	-1.4	-3	3	-8	2
Cc1nc(SCC(=O)NCc2ccco2)c2c(C)c(C)sc2n1	-2	1	12	-1	-6	-2.9	-3	-3	3	-3
O=S(=O)(c1cnc[nH]1)N1CCN(C(c2ccc(F)cc2)c2ccc(F)cc2)CC1	3	-1	2	-1	-5	-2.9	0	-4	-5	2
COc1cc(NC(=O)CSc2nc(=O)n(CCCN3CCOCC3)c3c2CCC3)cc(OC)c1	-2	-4	-2	-2	-13	-0.4	5	-3	-6	0
Cc1ccc(NC(=O)CN2C(=O)NC3(CCc4ccccc43)C2=O)cc1Cl (stereo unspecified)	-1	-10	1	-4	1	-0.1	3	-16	-3	6
O=C(CSc1nnc(-c2ccccn2)n1Cc1ccccc1)N1CCCC1	2	-3	5	0	8	0.4	-1	0	-1	-4
Nc1ncnc(N)c1NC(=O)c1cc(Cl)c(OCc2ccccc2)c(Cl)c1	-1	-6	-1	0	-1	-2.2	-1	-2	-2	3
CC(C)(C)OC(=O)NCCCCCc1cn([C@@H](CO)C(=O)NCCCCCCCCCCC(=O)N2CCN(C(=O)OC(C)(C)C)CC2)nn1	0	-21	3	3	-7	1.7	-2	-9	1	8
O=C(CSc1ccc(Cl)cc1)N1CCOCC1	-1	-3	9	0	6	-0.7	0	-1	10	-4
O=C(NCCCN1CCCC1)c1ccc(Cn2c(=S)[nH]c3ccc(Br)cc3c2=O)cc1	-2	·	-11	3	11	1.6	-1	0	-9	7
COc1ccccc1/C=C(\NC(=O)c1cccc(C)c1)C(=O)Nc1ccccn1	-4	4	3	0	16	-0.7	-1	-1	-1	1
O=c1[nH]c2ccc(NC(=S)NC3CCCCC3)cc2[nH]1	0	-1	-6	-1	-2	-2.2	0	-3	0	5
CCc1nc2ccc(C(=O)NCCCN3CCCC3=O)cn2c1N(C)CCC(C)C	-4	·	0	2	3	2.6	-3	0	5	-1
O=C(O)c1cccc(NC(=O)c2cccc(S(=O)(=O)N3CCc4ccccc43)c2)c1	4	-1	-4	4	-4	0.6	-4	2	-2	-7

Later entries
SMILES	Rev-erbA mod	HTRA1 inhibitor	TCR CD3 inh	PRMT1 FP inh	TDP2 inh	PG9 Ab binder	LEDGF integ inh	ABHD4 inh	SIAE inh	rCAG binder
O=C(CCCCC(=O)NCc1cccs1)NCc1cccs1	-3	5	2	0	12	0.5	3	-6	1	1
Cc1ccc(F)cc1NC(=O)CSc1nnc(CNC(=O)c2ccco2)n1C	4	0	-3	-1	0	0.9	-2	2	-2	-1
CCCCN(C(=O)Cc1ccc(S(=O)(=O)N2CCOCC2)s1)c1c(N)n(CC(C)C)c(=O)[nH]c1=O	6	-5	-1	-1	8	-0.7	2	-1	8	2
Cc1ccc(CN2CCNC(=O)C2CC(=O)N(C)CCc2ccccc2)cc1 (stereo unspecified)	0	-3	-1	-2	-13	0.0	5	-6	-5	-8
CCOC(=O)N1CCN(S(=O)(=O)CCNC(=O)c2ccc(OC)cc2)CC1	6	-2	3	-4	-1	0.5	3	2	-2	-4
CC(C)NS(=O)(=O)c1ccc(NC(=O)C(C)Oc2ccc(C(=O)c3ccccc3)cc2)cc1 (stereo unspecified)	-4	-69	4	-3	-17	-1.4	0	-24	-20	1
COc1ccc2c(c1)c(C(O)CN1CCN(Cc3ccc4c(c3)OCO4)CC1)c(C)n2C (stereo unspecified)	1	1	-3	4	-4	-1.4	1	6	2	2
CN(C)c1nc(N)nc(CSc2nnnn2-c2ccc(Cl)cc2)n1	-7	·	-3	-3	-3	-0.3	2	-3	2	2
COC(=O)CNC(=O)C(C)NC(=O)OCc1ccccc1 (stereo unspecified)	-1	-3	3	-1	-10	0.1	-5	5	0	-1
CCc1ccc(OCC(=O)OCC(=O)NC2CCCC(C)C2C)cc1 (stereo unspecified)	-3	3	1	-1	-3	-3.0	2	-1	-3	1

Rewritten field by field: entries from further up.
COc1ccc2c(c1)c(C(O)CN1CCN(Cc3ccc4c(c3)OCO4)CC1)c(C)n2C (stereo unspecified)
  Rev-erbA mod: 1
  HTRA1 inhibitor: 1
  TCR CD3 inh: -3
  PRMT1 FP inh: 4
  TDP2 inh: -4
  PG9 Ab binder: -1.4
  LEDGF integ inh: 1
  ABHD4 inh: 6
  SIAE inh: 2
  rCAG binder: 2

CN(C)c1nc(N)nc(CSc2nnnn2-c2ccc(Cl)cc2)n1
  Rev-erbA mod: -7
  HTRA1 inhibitor: ·
  TCR CD3 inh: -3
  PRMT1 FP inh: -3
  TDP2 inh: -3
  PG9 Ab binder: -0.3
  LEDGF integ inh: 2
  ABHD4 inh: -3
  SIAE inh: 2
  rCAG binder: 2

Only part of the results is shown. The share of hits here may be higher or lower than overall.
